Assay outcomes (PubChem)
NSD2 inh: blocks human NSD2 histone methyltransferase activity. O96028. NSD2-SET H3K36me1 DELFIA fluorescence, biochemical. inhibition, % at 12.5 µM. actives 0.07% (n = 44,000); in the data active = inhibition above about 54%, passing the limit was not always enough;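 note: inhibitors reduce the monomethyl H3K36 fluorescence signal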
Target sequence (O96028 whole entry, looked up): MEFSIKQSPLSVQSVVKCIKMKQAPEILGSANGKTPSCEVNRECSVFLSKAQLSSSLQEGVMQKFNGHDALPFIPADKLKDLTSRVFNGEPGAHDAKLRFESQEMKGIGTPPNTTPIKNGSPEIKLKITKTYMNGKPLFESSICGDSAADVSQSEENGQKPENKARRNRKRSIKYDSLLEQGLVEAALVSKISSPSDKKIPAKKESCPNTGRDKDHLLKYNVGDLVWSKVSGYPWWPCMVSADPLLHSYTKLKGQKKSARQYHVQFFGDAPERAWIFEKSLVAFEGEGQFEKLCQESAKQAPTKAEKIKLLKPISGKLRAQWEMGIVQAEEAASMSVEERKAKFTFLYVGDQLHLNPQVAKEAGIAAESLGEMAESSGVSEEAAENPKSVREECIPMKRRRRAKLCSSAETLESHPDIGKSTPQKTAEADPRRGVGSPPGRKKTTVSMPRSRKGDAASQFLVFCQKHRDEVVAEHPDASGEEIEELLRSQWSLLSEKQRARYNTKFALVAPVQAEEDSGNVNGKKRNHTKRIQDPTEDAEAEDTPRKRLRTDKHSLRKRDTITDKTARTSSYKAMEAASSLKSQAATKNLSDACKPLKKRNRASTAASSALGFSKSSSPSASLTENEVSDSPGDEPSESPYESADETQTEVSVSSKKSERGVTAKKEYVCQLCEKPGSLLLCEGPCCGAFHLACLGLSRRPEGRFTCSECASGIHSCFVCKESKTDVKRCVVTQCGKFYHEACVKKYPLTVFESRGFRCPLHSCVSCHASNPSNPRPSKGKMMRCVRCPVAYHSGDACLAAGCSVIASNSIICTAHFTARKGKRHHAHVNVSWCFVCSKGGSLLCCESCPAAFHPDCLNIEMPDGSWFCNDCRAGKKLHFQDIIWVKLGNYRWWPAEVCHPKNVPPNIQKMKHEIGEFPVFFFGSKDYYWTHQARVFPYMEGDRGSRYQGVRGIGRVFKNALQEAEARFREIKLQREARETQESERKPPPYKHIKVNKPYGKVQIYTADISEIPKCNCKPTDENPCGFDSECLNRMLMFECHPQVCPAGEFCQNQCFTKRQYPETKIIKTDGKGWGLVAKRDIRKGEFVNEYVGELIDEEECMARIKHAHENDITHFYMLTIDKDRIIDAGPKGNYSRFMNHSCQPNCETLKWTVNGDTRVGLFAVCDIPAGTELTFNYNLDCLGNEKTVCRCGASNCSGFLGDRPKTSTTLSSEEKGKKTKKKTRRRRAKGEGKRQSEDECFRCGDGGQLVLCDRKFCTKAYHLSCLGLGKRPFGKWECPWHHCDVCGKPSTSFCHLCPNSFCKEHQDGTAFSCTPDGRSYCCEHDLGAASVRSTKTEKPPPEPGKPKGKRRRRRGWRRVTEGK
Active calls of the source: *.

cpd | canonical_smiles | NSD2 inh
1 | CCCC#Cc1ccc2c(c1)O[C@H](CN(C)Cc1ccccc1)[C@H](C)CN([C@@H](C)CO)S2(=O)=O | 6
2 | CC(C)C#Cc1ccc2c(c1)O[C@H](CN(C)C(=O)Nc1ccccc1)[C@H](C)CN([C@@H](C)CO)S2(=O)=O | -11
3 | C[C@H]1CN([C@@H](C)CO)C(=O)c2cccc(NC(=O)NC3CCCCC3)c2O[C@@H]1CN(C)Cc1ccc(-c2ccccc2)cc1 | 0
4 | CNC[C@H]1Oc2ccc(NC(=O)C3CC3)cc2CC(=O)N([C@H](C)CO)C[C@H]1C | 9
5 | COc1ccc(S(=O)(=O)N(C)C[C@H]2OCc3cn(nn3)CCCC(=O)N([C@H](C)CO)C[C@H]2C)cc1 | 1
6 | C[C@H](NC(=O)C[C@H]1C[C@@H]2c3cc(NC(=O)c4cccnc4)ccc3O[C@@H]2[C@@H](CO)O1)c1ccccc1 | -1
7 | C[C@@H]1CN([C@H](C)CO)C(=O)Cc2cc(N(C)C)ccc2O[C@H]1CN(C)C(=O)Nc1ccc(C(F)(F)F)cc1 | 7
8 | C[C@H](CO)N1C[C@H](C)[C@H](CN(C)C(=O)Nc2ccc(F)cc2)Oc2ccc(NC(=O)CCC(F)(F)F)cc2CC1=O | -2
9 | CC(C)NC(=O)N(C)C[C@H]1Oc2cc(C#Cc3ccccn3)ccc2S(=O)(=O)N([C@H](C)CO)C[C@@H]1C | 4
10 | C[C@H](CO)N1C[C@H](C)[C@@H](CN(C)C(=O)Nc2ccc(F)cc2)Oc2ccc(NC(=O)c3ccncc3)cc2C1=O | 0
11 | C[C@H]1CN([C@@H](C)CO)C(=O)c2cc(NC(=O)Nc3ccc(C(F)(F)F)cc3)ccc2O[C@@H]1CN(C)Cc1ccc(Cl)c(Cl)c1 | 4
12 | C[C@H]1CN([C@@H](C)CO)C(=O)c2cc(-c3cccc(C(=O)N(C)C)c3)cnc2O[C@@H]1CN(C)C(=O)Cc1ccccn1 | 9
13 | C/C=C/c1ccc2c(c1)O[C@@H](CN(C)C(=O)NC(C)C)[C@H](C)CN([C@H](C)CO)S2(=O)=O | -3
14 | CNC[C@@H]1Oc2cc(C#CCN(C)C)ccc2S(=O)(=O)N([C@@H](C)CO)C[C@H]1C | 13
15 | CC(=O)N[C@H]1[C@H](O[C@H]2CC[C@@]3(C)C(CC[C@]4(C)C3CC=C3[C@@H]5CC(C)(C)CC[C@]5(C(=O)OC5OCC(O)C(O)C5O)C(O)C[C@]34C)C2(C)C)O[C@H](COC2OCC(O)C(OC3OCC(O)C(O)C3O)C2O)[C@@H](O[C@@H]2O[C@@H](C)[C@H](O)[C@@H](O)[C@H]2O[C@@H]2O[C@@H](C)[C@H](O)[C@@H](O)[C@H]2O)[C@@H]1O (stereo not given in full) | -1
16 | C=CCN1CCc2c(cc(O)c(O)c2Cl)C(c2ccccc2)C1 (stereo not given) | -8
17 | C[C@H]1CN([C@@H](C)CO)C(=O)c2cc(NC(=O)C3CCCCC3)ccc2O[C@H]1CN(C)Cc1ccc2c(c1)OCO2 | -3
18 | COc1ccc(S(=O)(=O)N(C)C[C@@H]2Oc3ccc(NS(=O)(=O)c4cn(C)cn4)cc3C(=O)N([C@@H](C)CO)C[C@@H]2C)cc1 | 11
19 | C[C@H](CO)N1C[C@H](C)[C@@H](CN(C)Cc2ccc(F)cc2)OCc2ccccc2-c2ccccc2C1=O | -7
20 | CN([NH2+][O-])c1cc(O)ccc1O | -3
21 | Cc1ccc(S(=O)(=O)Nc2ccc3c(c2)C(=O)N([C@H](C)CO)C[C@@H](C)[C@@H](CN(C)S(=O)(=O)c2ccc(F)cc2)OCCCC[C@H](C)O3)cc1 | -3
22 | C[C@H](CO)N1C[C@H](C)[C@H](CN(C)Cc2ccc(F)cc2)Oc2ncc(/C=C/c3ccccc3)cc2C1=O | 7
23 | C[C@@H]1CN([C@@H](C)CO)C(=O)c2cccc(NS(=O)(=O)c3ccccc3)c2O[C@H]1CN(C)C(=O)Nc1ccccc1 | 0
24 | CCCN(C)C[C@H]1OCCCC[C@H](C)Oc2ccc(NC(=O)CCCN(C)C)cc2C(=O)N([C@H](C)CO)C[C@@H]1C | -1
25 | COc1ccc(S(=O)(=O)N(C)C[C@H]2OCCCC[C@@H](C)Oc3ccc(NS(=O)(=O)c4ccccc4)cc3C(=O)N([C@H](C)CO)C[C@@H]2C)cc1 | -10
26 | Cc1ccccc1-c1ccc2c(c1)O[C@H](CN(C)C(=O)C1CC1)[C@@H](C)CN([C@@H](C)CO)S2(=O)=O | 0
27 | Nc1nc(NCCc2ccc(O)cc2)nc2nc(-c3ccco3)nn12 | 5
28 | C[C@H](CO)N1C[C@H](C)[C@H](CN(C)C)Oc2ncc(C#CC3CC3)cc2C1=O | 1
29 | C[C@H]1CN([C@@H](C)CO)C(=O)Cc2cc(NC(=O)Cc3cn(C)c4ccccc34)ccc2O[C@@H]1CN(C)S(=O)(=O)c1cn(C)cn1 | 3
30 | C[C@@H]1CN([C@@H](C)CO)C(=O)c2cc(C#Cc3ccccn3)cnc2O[C@@H]1CN(C)CC1CCCC1 | 5
31 | C[C@H]1CN([C@@H](C)CO)C(=O)Cc2cc(NC(=O)c3ccncc3)ccc2O[C@@H]1CN(C)S(C)(=O)=O | -13
32 | C[C@@H]1CN([C@@H](C)CO)C(=O)c2cc(NC(=O)CCC(F)(F)F)ccc2O[C@@H](C)CCCCO[C@@H]1CN(C)C(=O)Nc1ccc(F)cc1 | -5
33 | CC(C)NC(=O)Nc1ccc2c(c1)C(=O)N([C@@H](C)CO)C[C@H](C)[C@@H](CN(C)C(=O)Nc1ccccc1)OCCCC[C@@H](C)O2 | -10
34 | O=C(N/N=C/c1ccc(-c2cccc(Cl)c2)o1)c1ccccc1O | -2
35 | C[C@@H]1CN([C@@H](C)CO)C(=O)Cc2cc(NC(=O)C3CC3)ccc2O[C@H]1CN(C)Cc1ccc(Cl)c(Cl)c1 | 2
36 | C[C@@H]1CN([C@@H](C)CO)C(=O)Cc2cc(NS(C)(=O)=O)ccc2O[C@@H]1CN(C)S(C)(=O)=O | -1

Shown with each value named: four of the compounds above.
(26) Cc1ccccc1-c1ccc2c(c1)O[C@H](CN(C)C(=O)C1CC1)[C@@H](C)CN([C@@H](C)CO)S2(=O)=O
  NSD2 inh: 0

(36) C[C@@H]1CN([C@@H](C)CO)C(=O)Cc2cc(NS(C)(=O)=O)ccc2O[C@@H]1CN(C)S(C)(=O)=O
  NSD2 inh: -1

(33) CC(C)NC(=O)Nc1ccc2c(c1)C(=O)N([C@@H](C)CO)C[C@H](C)[C@@H](CN(C)C(=O)Nc1ccccc1)OCCCC[C@@H](C)O2
  NSD2 inh: -10

(28) C[C@H](CO)N1C[C@H](C)[C@H](CN(C)C)Oc2ncc(C#CC3CC3)cc2C1=O
  NSD2 inh: 1

(list continues)
cpd | canonical_smiles | NSD2 inh
37 | CC(C)NC(=O)N(C)C[C@@H]1Oc2ccc(NC(=O)CCCCCC(=O)Nc3ccccc3N)cc2C(=O)N([C@H](C)CO)C[C@@H]1C | -1
38 | C[C@H]1CN([C@@H](C)CO)C(=O)c2cc(C#Cc3ccccc3F)cnc2O[C@H]1CN(C)C | -5
39 | Cc1noc(C)c1NC(=O)N(C)C[C@H]1Oc2ccc(NC(=O)Nc3ccccc3)cc2CC(=O)N([C@@H](C)CO)C[C@@H]1C | -1
40 | S=c1[nH]nc(-c2cccnc2)n1C1CCCCC1 | -4
41 | O=C(Nc1ccccc1)C12CC1/C(=N\O)c1ccccc1O2 (stereo not given) | -5
42 | C[C@@H]1CN([C@H](C)CO)S(=O)(=O)c2ccc(-c3cccnc3)cc2O[C@@H]1CN(C)C(=O)c1cccc(F)c1 | 5
43 | NCCCCCCNC(=O)[C@@H]1C[C@@H]2C(=O)N[C@@H](Cc3ccccc3)C(=O)N2[C@@H]1c1ccc(O)cc1 | 5
44 | COCC(=O)Nc1ccc2c(c1)[C@H]1C[C@H](CC(=O)N(C)C)O[C@H](CO)[C@H]1O2 | -4
45 | C[C@H]1CCCCO[C@H](CN(C)Cc2ccccc2)[C@@H](C)CN([C@@H](C)CO)C(=O)c2cc(NC(=O)Nc3ccc4c(c3)OCO4)ccc2O1 | 5
46 | C[C@H]1CCCCO[C@@H](CN(C)C)[C@@H](C)CN([C@@H](C)CO)C(=O)c2cc(NS(=O)(=O)c3cn(C)cn3)ccc2O1 | -2
47 | C[C@@H]1CCCCO[C@H](CN(C)Cc2ccc(C(F)(F)F)cc2)[C@H](C)CN([C@@H](C)CO)C(=O)c2cc(NS(=O)(=O)c3ccc(F)cc3)ccc2O1 | -1
48 | COc1ccc(C#Cc2ccc3c(c2)O[C@@H](CN(C)S(=O)(=O)c2ccccc2F)[C@@H](C)CN([C@@H](C)CO)S3(=O)=O)cc1 | -12

Entries by screen from the list:
NSD2 inh, entries 26–29, in order: 0, 5, 1, 3

New compounds follow.
cpd | canonical_smiles | NSD2 inh
49 | COc1ccc(-c2cnc3c(c2)C(=O)N([C@H](C)CO)C[C@H](C)[C@@H](CN(C)Cc2ccc(C(=O)O)cc2)O3)cc1 | 1
50 | Cc1ccc(OC(=O)N(C)C[C@@H]2OCc3ccccc3-c3ccccc3C(=O)N([C@@H](C)CO)C[C@@H]2C)cc1 | 1
51 | O=C(C[C@H]1C[C@H]2c3cc(NC(=O)CC4CC4)ccc3O[C@H]2[C@H](CO)O1)NCc1cc(F)ccc1F | -20
52 | S=C(Nc1ccc(Cl)cc1)N1CCN=C1Nc1ccc(Cl)cc1 | -3
53 | COc1cccc(NC(=O)N(C)C[C@@H]2OCc3cn(nn3)CCCC(=O)N([C@H](C)CO)C[C@H]2C)c1 | 4
54 | C[C@@H]1CN([C@@H](C)CO)S(=O)(=O)c2ccc(C#CCC3CCCC3)cc2O[C@@H]1CN(C)C(=O)CC1CC1 | 4
55 | O=C(Oc1ccccc1N1CCOCC1)c1cccnc1Sc1ccc(Cl)cc1 | -2
56 | C[C@@H]1CCCCO[C@@H](CN(C)C(=O)NC2CCCCC2)[C@H](C)CN([C@H](C)CO)C(=O)c2cc(NS(=O)(=O)c3ccc(F)cc3)ccc2O1 | 26
57 | C[C@H](CO)N1C[C@H](C)[C@H](CN(C)C(=O)CCCN(C)C)OCCCC[C@H](C)Oc2ccc(NS(=O)(=O)c3ccccc3)cc2C1=O | -2
58 | COc1ccc(S(=O)(=O)Nc2ccc3c(c2)C(=O)N([C@H](C)CO)C[C@@H](C)[C@H](CN(C)C(=O)Nc2ccccc2)OCCCC[C@H](C)O3)cc1 | -2
59 | CC(=O)N(C)C[C@@H]1Oc2ncc(-c3ccccc3C)cc2C(=O)N([C@H](C)CO)C[C@H]1C | 10
60 | C[C@H]1CCCCO[C@H](CN(C)C(=O)Nc2ccc(F)cc2)[C@@H](C)CN([C@@H](C)CO)C(=O)c2cc(NS(C)(=O)=O)ccc2O1 | 1

The closing two records of the section before are carried over, then new ones follow:
cpd | canonical_smiles | NSD2 inh
59 | CC(=O)N(C)C[C@@H]1Oc2ncc(-c3ccccc3C)cc2C(=O)N([C@H](C)CO)C[C@H]1C | 10
60 | C[C@H]1CCCCO[C@H](CN(C)C(=O)Nc2ccc(F)cc2)[C@@H](C)CN([C@@H](C)CO)C(=O)c2cc(NS(C)(=O)=O)ccc2O1 | 1
61 | C[C@@H]1CCCCO[C@@H](CN(C)C(=O)Nc2cccc3ccccc23)[C@@H](C)CN([C@@H](C)CO)C(=O)c2cc(N(C)C)ccc2O1 | 3
62 | CC(C)NC(=O)N(C)C[C@H]1Oc2ncc(-c3cncnc3)cc2C(=O)N([C@@H](C)CO)C[C@H]1C | 2
63 | C[C@@H]1CCCCO[C@H](CN(C)C(=O)CCCN(C)C)[C@@H](C)CN([C@@H](C)CO)C(=O)c2cc(NC(=O)Nc3ccc(C(F)(F)F)cc3)ccc2O1 | -1
64 | O=C(C[C@H]1C[C@H]2c3cc(NC(=O)CC4CC4)ccc3O[C@H]2[C@H](CO)O1)NCc1ccncc1 | -1
65 | CC1=C2C[C@@]3(C)[C@@H](CCC[C@@H]3C)C[C@@]2(O)OC1=O | -1
66 | Cc1ccc(S(=O)(=O)N(C)C[C@H]2Oc3ccc(NS(=O)(=O)c4ccccc4)cc3CC(=O)N([C@H](C)CO)C[C@@H]2C)cc1 | -3
67 | C[C@@H]1CN([C@@H](C)CO)C(=O)c2cc(C#Cc3cccc(F)c3)cnc2O[C@@H]1CN(C)C(=O)c1ccccc1F | -3
68 | COc1ccc(S(=O)(=O)N(C)C[C@@H]2Oc3ccc(NS(=O)(=O)c4c(C)noc4C)cc3C(=O)N([C@@H](C)CO)C[C@H]2C)cc1 | 7
69 | C[C@H]1CN([C@@H](C)CO)C(=O)c2cc(NC(=O)Nc3ccc(F)cc3)ccc2O[C@@H]1CN(C)Cc1ccc(Cl)c(Cl)c1 | -6
70 | C[C@H](CO)N1C[C@H](C)[C@H](CN(C)C(=O)C2CCOCC2)Oc2cc(C3=CCCCC3)ccc2S1(=O)=O | 0
71 | C[C@H]1CN([C@@H](C)CO)C(=O)c2cc(N(C)C)ccc2O[C@H]1CN(C)S(=O)(=O)c1ccc(Cl)cc1 | 2
72 | Cc1noc(C)c1NC(=O)N(C)C[C@H]1OCCCC[C@H](C)Oc2ccc(NS(=O)(=O)c3cccs3)cc2C(=O)N([C@H](C)CO)C[C@@H]1C | 6

Among those listed so far, 2 have a furan ring, fused or not.
cpd | canonical_smiles | NSD2 inh
27 | Nc1nc(NCCc2ccc(O)cc2)nc2nc(-c3ccco3)nn12 | 5
34 | O=C(N/N=C/c1ccc(-c2cccc(Cl)c2)o1)c1ccccc1O | -2

Additional compounds follow:
cpd | canonical_smiles | NSD2 inh
73 | C[C@@H]1CCCCO[C@@H](CN(C)S(=O)(=O)c2ccc(Cl)cc2)[C@@H](C)CN([C@@H](C)CO)C(=O)c2cc(NC(=O)CCC(F)(F)F)ccc2O1 | -1
74 | COc1ccccc1CN1C(=O)c2ccccc2[C@@]2(Cc3ccccc3N(CCN3CCOCC3)C2=O)[C@@H]1c1ccc(CO)cc1 | 6
75 | Cc1noc(C)c1NC(=O)N(C)C[C@@H]1Oc2ccc(NC(=O)Nc3ccc(F)cc3)cc2CC(=O)N([C@@H](C)CO)C[C@@H]1C | 2
76 | CCCC#Cc1ccc2c(c1)O[C@@H](CN(C)C(=O)c1ccccc1F)[C@@H](C)CN([C@@H](C)CO)S2(=O)=O | -3
77 | CNC[C@H]1OCCCC[C@@H](C)Oc2ccc(NS(=O)(=O)c3ccc(F)cc3)cc2C(=O)N([C@H](C)CO)C[C@@H]1C | 1

A portion of the library; count on the stated rates, not on these rows.
